Bioassay records (PubChem BioAssay)
MEP2 TOR yeast: modulators of MEP2-GFP levels in yeast, primary screen, S. cerevisiae, multiplex flow cytometry, MLPCN library | S. cerevisiae MEP2-GFP strain, 3 h; 100% = DMSO control level | GFP response vs DMSO, % at 10 µM | 0.51% of 330,000 active | AID 2016, 2009;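 active means GFP response versus DMSO above a set limit, roughly screen mean plus 3 SD, cut at about 180% in these data; inconclusive means fewer than 70 cells counted for a yeast strain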;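 further: median GFP fluorescence of the barcode-gated MEP2-GFP cells per well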
LAP4-GFP MLPCN: modulators of LAP4-GFP expression in yeast, primary screen, S. cerevisiae, multiplex flow cytometry, MLPCN library; 3 h; median GFP as percent of DMSO wells; GFP response vs DMSO, % at 10 µM; 0.34% of 320,000 active;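 active means GFP response vs DMSO above a set limit, about the screen mean plus 3 SD, cut at about 150% in these data; inconclusive means under 70 cell events counted for the yeast strain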
procasp3 activ: activators of human procaspase-3 D3A mutant, primary screen, biochemical, absorbance, PC-3 D3A mutant, single concentration. recombinant procaspase-3 D3A, Ac-DEVD-pNA absorbance 405 nm. 0.11% of 330,000 active. activation, % at 8.5 µM. Caspase-3 (Homo sapiens), P42574;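 active means activation above the mean of all tested compounds plus 3 SD, cut at about 21% in these data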;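 further: 0% = DMSO alone and 100% = DMSO wells spiked with extra 5 µM PC-3 D3A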
Target sequence (P42574 whole entry D9A/D28A/D175A): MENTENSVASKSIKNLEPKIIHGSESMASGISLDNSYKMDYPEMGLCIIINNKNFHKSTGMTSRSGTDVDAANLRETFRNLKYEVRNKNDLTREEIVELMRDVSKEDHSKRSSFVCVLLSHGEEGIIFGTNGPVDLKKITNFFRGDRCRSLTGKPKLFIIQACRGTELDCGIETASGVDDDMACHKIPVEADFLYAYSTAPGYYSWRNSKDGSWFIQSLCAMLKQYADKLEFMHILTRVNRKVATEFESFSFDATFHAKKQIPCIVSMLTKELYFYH
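Assay system: Autoprocessing-dead procaspase-3 D3A mutant enzyme; also added: Ac-DEVD-pNA; doses: one concentration, 8.5 µM nominal, 0.8% DMSO; times: 1 h compound preincubation, 2 h substrate hydrolysis at 25 °C; technique: 405 nm absorbance of p-nitroaniline, reads at 0 and 120 min; measure: % activation between DMSO and enzyme-spiked controls; repeats: single replicate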
procasp7 counter: procaspase-7 activators, primary screen, counter-screen for procaspase-3 activator project, biochemical, absorbance, HTS, human. Caspase-7 (Homo sapiens), P55210. recombinant procaspase-7, Ac-DEVD-pNA absorbance 405 nm; D23A/D198A/D206A triple mutant, cannot self-cleave; scale: DMSO 0, 5 µM enzyme 100. activation, % at 8.5 µM. 0.093% of 330,000 active. AID 463210, 2010;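 active means percent activation above the screen-wide mean plus 3 SD, cut at about 25% in these data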
Target sequence (P55210 whole entry D23A/D198A/D206A): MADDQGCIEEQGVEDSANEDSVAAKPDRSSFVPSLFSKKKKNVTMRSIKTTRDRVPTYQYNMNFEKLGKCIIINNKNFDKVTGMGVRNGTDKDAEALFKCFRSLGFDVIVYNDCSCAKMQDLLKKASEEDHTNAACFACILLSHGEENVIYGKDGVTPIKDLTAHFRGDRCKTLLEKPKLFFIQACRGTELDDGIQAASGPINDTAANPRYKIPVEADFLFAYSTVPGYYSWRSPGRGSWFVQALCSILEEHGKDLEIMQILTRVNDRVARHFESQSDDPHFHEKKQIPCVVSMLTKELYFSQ
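signal = Epi-absorbance of released pNA at 405 nm, two timepoints | assay system = Uncleavable procaspase-7 mutant enzyme | reagent = Ac-DEVD-pNA substrate, 400 µM as added | times = 1 h enzyme–compound preincubation and 2 h substrate reaction, both 25 °C | benchmarks = low DMSO alone, high DMSO plus 5 µM PC-7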
JMJD2C inh: inhibitors of GASC-1 histone demethylase, primary screen, biochemical, fluorescence, DELFIA europium; Lysine-specific demethylase 4C (Homo sapiens), Q9H3R0; GST-JMJD2C(1-420) H3K9me3 demethylation; inhibition, % at 2.35 µM; 0.069% of 330,000 active; AID 2099, 2009;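 active means more than half of a compound's replicate wells show inhibition beyond 50%, single wells judged on their own value; inconclusive means some, but no more than half, of replicates pass 50% inhibition; inactive means no replicate passes 50% inhibition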;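 further: signal counts dimethyl H3K9 product captured on neutravidin plate; 0% = median of DMSO wells and 100% = 0.3 times that DMSO median; strong numbers were not always called active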
Target sequence (Q9H3R0 1-420 limits assumed): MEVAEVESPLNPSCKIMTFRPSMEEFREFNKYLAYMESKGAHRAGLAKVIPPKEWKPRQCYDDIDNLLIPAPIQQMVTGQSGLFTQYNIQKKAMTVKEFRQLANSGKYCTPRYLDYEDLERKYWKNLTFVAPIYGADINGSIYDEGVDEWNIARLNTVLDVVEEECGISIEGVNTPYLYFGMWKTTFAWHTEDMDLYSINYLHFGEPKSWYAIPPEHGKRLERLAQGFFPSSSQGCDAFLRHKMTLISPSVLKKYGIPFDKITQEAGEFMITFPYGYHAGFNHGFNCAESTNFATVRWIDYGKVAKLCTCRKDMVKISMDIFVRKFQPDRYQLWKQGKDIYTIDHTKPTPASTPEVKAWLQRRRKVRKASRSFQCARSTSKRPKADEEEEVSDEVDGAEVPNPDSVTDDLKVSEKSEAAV
RPL19A TOR yeast: RPL19A-GFP expression modulators in yeast, primary screen, cell-based, S. cerevisiae, multiplex flow cytometry, MLPCN; S. cerevisiae RPL19A-GFP strain, 3 h; active compounds read low; percent response vs DMSO, % at 10 µM; 0.3% of 330,000 active; AID 2025, 2009;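 active means percent response vs DMSO below 50%; inconclusive means fewer than 70 events counted for the yeast strain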;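 further: median channel GFP fluorescence of the barcoded RPL19A-GFP strain; ratio of sample median GFP to plate DMSO average so 100% = DMSO; lower means less RPL19A-GFP as with rapamycin TOR inhibition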
AHR act: AHR activators, primary screen, cell-based, luminescence, luciferase reporter, human. Aryl hydrocarbon receptor (Homo sapiens), P35869. AHR-responsive luciferase reporter cells. activation, % at 5 µM. 2.5% of 320,000 active; in the data active means activation above about 47%;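 further: 0% = vehicle wells and 100% = reference agonist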
CR mimetic SO: reduction of superoxide in aged yeast, primary screen, HTS. AID 2690, 2010. superoxide response (% of plate mean), % at 10 µM. S. cerevisiae aged cells, superoxide DHE fluorescence; active compounds read low. 0.18% of 330,000 active;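 active means superoxide response under a set limit, about three screen SD below normal, cut at about 65% in these data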;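 further: yeast aged for seven days with compound at 30 °C before DHE staining; 100% = average MFI of all compound-treated wells on the plate with controls excluded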
* = called active by the depositor; & = joins results of further samples; [ ] = dose if it differs, or a comment. Compounds as they come, and some 3.8% of all compounds hit somewhere here.

COc1ccc(-c2nnc(SCC(=O)Nc3ncc(C)s3)n2-c2ccccc2)cc1OC was read as MEP2 TOR yeast 96, LAP4-GFP MLPCN 94, procasp3 activ 0, procasp7 counter -4, JMJD2C inh 20&2, RPL19A TOR yeast 94, AHR act 0 and CR mimetic SO 99.
Screening CN1CCN(CC(=O)Nc2cccc(S(=O)(=O)N(C)c3ccccc3)c2)CC1 returned MEP2 TOR yeast 97, LAP4-GFP MLPCN 98, procasp3 activ 1, procasp7 counter -1, JMJD2C inh -2, RPL19A TOR yeast 98, AHR act 1 and CR mimetic SO 82.
`COc1ccc(OC)c(-n2c(SCC(=O)N3CCc4ccccc43)nc3c(c2=O)SCC3)c1` gave MEP2 TOR yeast 100, LAP4-GFP MLPCN 103, procasp3 activ -5, procasp7 counter -1, JMJD2C inh -24, RPL19A TOR yeast 110, AHR act 4 and CR mimetic SO 95.
O=C(CSc1nc2nn(-c3ccccc3)c(=O)c-2c2n1CCCCC2)c1ccc(O)c(O)c1 was read as MEP2 TOR yeast 107, LAP4-GFP MLPCN 92, procasp3 activ -4, procasp7 counter -19, JMJD2C inh -17, RPL19A TOR yeast 94, AHR act -1 and CR mimetic SO 81.
Screening Cn1nc(C(=O)Nc2ccc(-n3cnnn3)cc2)c2ccccc2c1=O returned MEP2 TOR yeast 119, LAP4-GFP MLPCN 131, procasp3 activ 5, procasp7 counter -2, JMJD2C inh 1, RPL19A TOR yeast 113, AHR act -6 and CR mimetic SO 117.
`CCOCCn1c(-c2ccc(OC)cc2)nc2ccccc21` gave MEP2 TOR yeast 97, LAP4-GFP MLPCN 102, procasp3 activ -7, procasp7 counter 4, JMJD2C inh -1, RPL19A TOR yeast 99, AHR act 9 and CR mimetic SO 91.
`COc1cccc2cc(C(=O)N3CCCc4ccccc43)oc12` gave MEP2 TOR yeast 106, LAP4-GFP MLPCN 107, procasp3 activ -7, procasp7 counter 1, JMJD2C inh 17, RPL19A TOR yeast 98, AHR act 2 and CR mimetic SO 98.
For CC(=O)NC(CC(=O)OCC(=O)N1CCN(S(=O)(=O)c2ccc(Cl)cc2)CC1)c1ccccc1 (stereo not drawn) the results were MEP2 TOR yeast 84, LAP4-GFP MLPCN 95, procasp3 activ 3, procasp7 counter 3, JMJD2C inh 0, RPL19A TOR yeast 94, AHR act 0 and CR mimetic SO 89.
Screening CCOC(=O)N1CCN(c2ccc(S(=O)(=O)N(Cc3ccccc3)Cc3ccccc3)cn2)CC1 returned MEP2 TOR yeast 110, LAP4-GFP MLPCN 110, procasp3 activ -4, procasp7 counter 12, JMJD2C inh -7&12, RPL19A TOR yeast 101, AHR act 0 and CR mimetic SO 90.
Screening CCCCN(C(=O)CSCC(=O)Nc1ccc(OC)cc1)c1c(N)n(CCC)c(=O)[nH]c1=O returned MEP2 TOR yeast 95, LAP4-GFP MLPCN 106, procasp3 activ 4, procasp7 counter -1, JMJD2C inh -9, RPL19A TOR yeast 96, AHR act 0 and CR mimetic SO 108.
Screening O=C(O)c1cccc(-n2sc3ccccc3c2=O)c1 returned MEP2 TOR yeast 93, LAP4-GFP MLPCN 102, procasp3 activ -28, procasp7 counter -26, JMJD2C inh 1, RPL19A TOR yeast 94, AHR act 3 and CR mimetic SO 98.
For CCOC(=O)c1c(NC(=O)CSc2nc3c(c(=O)n(C)c(=O)n3C)n2CC)sc(C)c1C the results were MEP2 TOR yeast 99, LAP4-GFP MLPCN 106, procasp3 activ -1, procasp7 counter -2, JMJD2C inh 4, RPL19A TOR yeast 99, AHR act -4 and CR mimetic SO 92.
For Cc1cccc(-n2c(C)cc(/C=N\NC(=O)c3ccco3)c2C)c1 the results were MEP2 TOR yeast 97, LAP4-GFP MLPCN 87, procasp3 activ 7, procasp7 counter 10, JMJD2C inh -12, RPL19A TOR yeast 96, AHR act 2 and CR mimetic SO 90.
For O=[N+]([O-])c1ccc2oc(-c3ccccc3)nc2c1 the results were MEP2 TOR yeast 113, LAP4-GFP MLPCN 121, procasp3 activ -7, procasp7 counter -4, JMJD2C inh -4, RPL19A TOR yeast 95, AHR act 2 and CR mimetic SO 95.
O=C(CCn1cccc1)Nc1ccc(OC(F)(F)F)cc1 was read as MEP2 TOR yeast 93, LAP4-GFP MLPCN 98, procasp3 activ 9, procasp7 counter -6, JMJD2C inh -36, RPL19A TOR yeast 99, AHR act 0 and CR mimetic SO 75.
Cc1sc2nc(C3CC3)nc(SCC(=O)NCc3ccco3)c2c1C was read as MEP2 TOR yeast 86, LAP4-GFP MLPCN 104, procasp3 activ -1, procasp7 counter -13, JMJD2C inh 15, RPL19A TOR yeast 90, AHR act 7 and CR mimetic SO 83.
Screening Cc1ccc(-c2nn3c(C)nnc3s2)cc1NC(=O)C(C)C returned MEP2 TOR yeast 100, LAP4-GFP MLPCN 102, procasp3 activ 3, procasp7 counter 3, JMJD2C inh 0, RPL19A TOR yeast 97, AHR act 34 and CR mimetic SO 105.
`O=C(CCN1CCOCC1)Nc1ccc2c(c1)N(C(=O)CN1CCOCC1)c1ccccc1CC2` gave MEP2 TOR yeast 102, LAP4-GFP MLPCN 98, procasp3 activ -2, procasp7 counter -8, JMJD2C inh -3, RPL19A TOR yeast 94, AHR act 0 and CR mimetic SO 104.
O=C(CSc1n[nH]c(-c2ccccn2)n1)Nc1ccc(F)cc1 was read as MEP2 TOR yeast 99, LAP4-GFP MLPCN 91, procasp3 activ 3, procasp7 counter -1, JMJD2C inh 7, RPL19A TOR yeast 102, AHR act 2 and CR mimetic SO 104.
Screening O=C(Nc1cccs1)Nc1c(F)c(F)cc(F)c1F returned MEP2 TOR yeast 105, LAP4-GFP MLPCN 100, procasp3 activ -1, procasp7 counter -5, JMJD2C inh 0, RPL19A TOR yeast 99, AHR act 10 and CR mimetic SO 111.

Reprinted from the part before: two entries; new compounds follow.
O=C(CSc1n[nH]c(-c2ccccn2)n1)Nc1ccc(F)cc1 was read as MEP2 TOR yeast 99, LAP4-GFP MLPCN 91, procasp3 activ 3, procasp7 counter -1, JMJD2C inh 7, RPL19A TOR yeast 102, AHR act 2 and CR mimetic SO 104.
Screening O=C(Nc1cccs1)Nc1c(F)c(F)cc(F)c1F returned MEP2 TOR yeast 105, LAP4-GFP MLPCN 100, procasp3 activ -1, procasp7 counter -5, JMJD2C inh 0, RPL19A TOR yeast 99, AHR act 10 and CR mimetic SO 111.
Screening CC1CCCC(NC(=O)COC(=O)/C=C/c2ccc(F)cc2)C1C (stereo not drawn) returned MEP2 TOR yeast 103, LAP4-GFP MLPCN 104, procasp3 activ 6, procasp7 counter 6, JMJD2C inh -3, RPL19A TOR yeast 107, AHR act -1 and CR mimetic SO 115.
`O=C(Nc1ccc(S(=O)(=O)NCC2CCCO2)cc1)c1ccccc1` (stereo not drawn) gave MEP2 TOR yeast 95, LAP4-GFP MLPCN 92, procasp3 activ -1, procasp7 counter -3, JMJD2C inh -12, RPL19A TOR yeast 95, AHR act 2 and CR mimetic SO 101.
`CCOc1ccccc1NC(=O)C1CCN(S(=O)(=O)c2c(C)nn(C)c2C)CC1` gave MEP2 TOR yeast 103, LAP4-GFP MLPCN 101, procasp3 activ 4, procasp7 counter 4, JMJD2C inh 0, RPL19A TOR yeast 102, AHR act 7 and CR mimetic SO 91.
For CC(C)(C)CC(=O)NC(=S)Nc1ccccc1[N+](=O)[O-] the results were MEP2 TOR yeast 102, LAP4-GFP MLPCN 108, procasp3 activ 3, procasp7 counter -6, JMJD2C inh 13, RPL19A TOR yeast 100, AHR act 0 and CR mimetic SO 96.
COCCn1c(SCC(=O)Nc2ccc(F)cc2F)nc2c([nH]c3ccccc32)c1=O was read as MEP2 TOR yeast 99, LAP4-GFP MLPCN 85, procasp3 activ -5, procasp7 counter 4, JMJD2C inh -8, RPL19A TOR yeast 100, AHR act 71* and CR mimetic SO 103.
O=C(NCc1nc2ccccc2[nH]1)C1=C[C@H](C2CC2)C[C@H](OCCCCO)O1 was read as MEP2 TOR yeast 95, LAP4-GFP MLPCN 103, procasp3 activ -1, procasp7 counter -7, JMJD2C inh 4, RPL19A TOR yeast 93, AHR act 18 and CR mimetic SO 100.
Screening CN1C(=O)CS(=O)c2ccc(C(=O)NC3CC3)cc21 (stereo not drawn) returned MEP2 TOR yeast 107, LAP4-GFP MLPCN 105, procasp3 activ -28, procasp7 counter -36, JMJD2C inh -11, RPL19A TOR yeast 99, AHR act 1 and CR mimetic SO 95.
Screening CCOc1cc(N2CCOCC2)c(OCC)cc1NC(=O)CSc1nccc(C)n1 returned MEP2 TOR yeast 104, LAP4-GFP MLPCN 91, procasp3 activ 4, procasp7 counter -5, JMJD2C inh 5, RPL19A TOR yeast 102, AHR act 2 and CR mimetic SO 104.
CC(C)(C)N1CC(OC(N)=O)C1 was read as MEP2 TOR yeast 105, LAP4-GFP MLPCN 91, procasp3 activ 5, procasp7 counter 0, JMJD2C inh -33, RPL19A TOR yeast 106, AHR act 2 and CR mimetic SO 103.
COc1ccc(C2(C)NC(=O)N(CC(=O)Nc3ccc4c(c3)CCC4)C2=O)cc1OC (stereo not drawn) was read as MEP2 TOR yeast 96, LAP4-GFP MLPCN 94, procasp3 activ 1, procasp7 counter 10, JMJD2C inh -3, RPL19A TOR yeast 95, AHR act 3 and CR mimetic SO 90.
Screening C/C(N)=C(/C#N)C(=O)CSc1nc2ccccc2c(=O)n1-c1ccccc1C returned MEP2 TOR yeast 98, LAP4-GFP MLPCN 97, procasp3 activ -9, procasp7 counter 2, JMJD2C inh -4, RPL19A TOR yeast 106, AHR act 6 and CR mimetic SO 92.
O=[N+]([O-])c1ccc(Sc2nc3ccccc3o2)c([N+](=O)[O-])c1 was read as MEP2 TOR yeast 98, LAP4-GFP MLPCN 165*, procasp3 activ -6, procasp7 counter -19, JMJD2C inh 6, RPL19A TOR yeast 102, AHR act 6 and CR mimetic SO 109.
Screening Cc1ccc(NC(=O)NC2CC(=O)N(c3ccc4c(c3)OCCO4)C2)cc1C (stereo not drawn) returned MEP2 TOR yeast 101, LAP4-GFP MLPCN 105, procasp3 activ -1, procasp7 counter 1, JMJD2C inh -10, RPL19A TOR yeast 98, AHR act 7 and CR mimetic SO 114.
For CO/N=C/NC(=O)c1c(OC)ccnc1Oc1ccccc1 the results were MEP2 TOR yeast 102, LAP4-GFP MLPCN 96, procasp3 activ 0, procasp7 counter -1, JMJD2C inh inconclusive, RPL19A TOR yeast 97, AHR act -1 and CR mimetic SO 109.
Cc1ccc(N2C(=O)CC3(CCCC3)CC2=O)cc1 was read as MEP2 TOR yeast 81[may fluoresce violet], LAP4-GFP MLPCN 88[may fluoresce violet], procasp3 activ 10, procasp7 counter 7, JMJD2C inh -2, RPL19A TOR yeast 89[may fluoresce violet], AHR act -1 and CR mimetic SO 115.
